From PubChem
zfTRPN1 agonist: activates the zebrafish TRPN1 channel; HEK293 zebrafish TRPN1-YFP, Fluo-8 calcium fluorescence; 100% = response to 87 µM carbachol; activation, % at 3 µM; 220,000 tested, 0.18% active;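 active means activation above its plate's cutoff, the mean activation of test wells on that plate plus 3 SD, cut at about 19% in these data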;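 further: 0% = DMSO alone and 100% = 87 µM carbachol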
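Material – zebrafish TRPN1-YFP in HEK293 cells · Doses – 3 µM single point · Schedule – dye 1 h 37 °C plus 30 min RT · Signal – Fluo-8 calcium fluorescence, excitation 470-495 nm, emission 515-575 nm · Read-out – % activation versus carbachol response · Control set – carbachol high, DMSO low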
TRPML3 agonist: human mucolipin-3 channel agonism; Q8TDD5; HEK293 TRPML3-YFP, Fluo-8 calcium fluorescence; 100% = the carbachol control signal; activation, % at 3 µM; 220,000 tested, 0.29% active;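 active means activation above its plate's cutoff, the mean activation of the plate's test wells plus 3 SD, cut at about 12% in these data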;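 further: 0% = DMSO only wells and 100% = carbachol wells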
Target sequence (Q8TDD5 whole entry, looked up): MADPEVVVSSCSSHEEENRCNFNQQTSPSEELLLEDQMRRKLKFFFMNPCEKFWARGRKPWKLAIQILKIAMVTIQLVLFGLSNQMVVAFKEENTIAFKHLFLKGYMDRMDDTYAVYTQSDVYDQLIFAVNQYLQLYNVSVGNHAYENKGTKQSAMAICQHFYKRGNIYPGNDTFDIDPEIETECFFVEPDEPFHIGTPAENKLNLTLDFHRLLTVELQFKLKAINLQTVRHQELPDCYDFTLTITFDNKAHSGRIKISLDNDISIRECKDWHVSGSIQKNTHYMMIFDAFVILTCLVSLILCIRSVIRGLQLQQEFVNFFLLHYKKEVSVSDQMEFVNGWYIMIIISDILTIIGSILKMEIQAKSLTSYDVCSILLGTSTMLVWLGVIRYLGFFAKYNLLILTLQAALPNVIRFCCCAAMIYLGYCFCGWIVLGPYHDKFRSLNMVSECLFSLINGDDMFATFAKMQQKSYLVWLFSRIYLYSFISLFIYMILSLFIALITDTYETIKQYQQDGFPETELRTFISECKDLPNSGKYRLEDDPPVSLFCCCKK
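Test system: HEK293 cells stably carrying human TRPML3-YFP; Doses: single dose, 3 µM final nominal compound, 0.3% DMSO final; Schedule: dye loading 1 h 37 °C then 30 min ambient, 125 s read; Technique: Fluo-8 calcium fluorescence; Benchmarks: high control carbachol 87 µM, low control DMSO.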
BaF3 tox: counter-screen for JAK2V617F inhibitors: parental Ba/F3 viability inhibitors; CellTiter-Glo ATP luminescence; inhibition, % at 5.6 µM; 220,000 tested, 1.1% active;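 active means inhibition above a per-campaign cutoff, the mean inhibition of all tested compounds plus 3 SD, cut at about 27% in these data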;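 further: 0% = DMSO wells and 100% = JAK Inhibitor I control wells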
RBBP9 inh: inhibitors of human serine hydrolase RBBP9; 220,000 tested, 0.2% active; inhibition, % at 7.94 µM; recombinant RBBP9, FP-Rh probe fluorescence polarization; O75884; AID 1515;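 active means inhibition above the campaign mean of all tested compounds plus 3 SD, cut at about 14% in these data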;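 further: plate controls were DMSO wells with RBBP9 for no effect and wells lacking RBBP9 protein for full effect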
Target sequence (O75884 whole entry, looked up): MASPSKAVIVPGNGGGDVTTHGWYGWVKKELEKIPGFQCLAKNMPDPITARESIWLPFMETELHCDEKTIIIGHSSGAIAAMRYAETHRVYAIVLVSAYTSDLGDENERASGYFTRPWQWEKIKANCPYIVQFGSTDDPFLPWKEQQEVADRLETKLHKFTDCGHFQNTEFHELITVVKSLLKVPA
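Material: RBBP9 protein. Amount: RBBP9 at 2.5 µM in dispensed solution, before mixing. Schedule: 30 min then 45 min, 25 °C. Medium: Tris buffer pH 8.0, NaCl, Pluronic. Measured by: fluorescence polarization. Measure: percent inhibition from mP, scaled between DMSO and no-protein wells. Replication: one well per compound.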
TNF necrop inh: inhibitors of TNF-alpha induced necroptosis in Jurkat FADD-/- cells; Jurkat FADD-/- TNF necroptosis rescue, ATP luminescence, 24 h; 0 = TNF only, 100 = no-TNF cells; 220,000 tested, 0.068% active; activation (protection from cell death), % at 10 µM;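 active means activation, meaning protection from cell death, of at least 50% relative to plate controls; inactive means activation below 50%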;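 further: necroptosis triggered by 40 ng/mL TNF-alpha added together with compound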
Wee1 stabilizer: human Wee1 degradation inhibition, primary screen. HeLa Luc-Wee1K328M stability, luciferase luminescence; 100% = proteasome inhibitor MG132 effect. reporter increase, % at 5 µM. 220,000 tested, 1.2% active. AID 1321;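 active means activation above the mean of all tested compounds plus 3 SD, set per screening run, cut at about 8.8% in these data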;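 further: cells exposed to compound for 20 h before luminescence read; 0% = DMSO alone and 100% = MG132 at 30 µM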
Ba/F3 V617F tox: lowers viability of Ba/F3 cells expressing EpoR and JAK2V617F | 220,000 tested, 1.1% active | AID 1446 | ATP luminescence | inhibition, % at 5.6 µM;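 active means inhibition above the campaign mean plus 3 SD over all tested compounds, cut at about 24% in these data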;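 further: cytokine-independent growth of Ba/F3 cells driven by EpoR plus mutant JAK2; 0% = DMSO-treated cells and 100% = JAK inhibitor I control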
PPC-1+TRAIL kill: compounds killing PPC-1 cancer cells with TRAIL present (potentiator screen, no TRAIL-free arm); PPC-1 cells + TRAIL, ATPLite viability luminescence; cell killing (% activity), % at 4 µM; 220,000 tested, 0.41% active;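 active means cell killing above 50% in the first pass at 4 µM, then a duplicate retest at 5 µM averaging 50% or more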;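 further: plate controls were cells with TRAIL plus DMSO for no effect and medium-only wells lacking cells for full effect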
CHOP inh: blocks CHOP induction under ER stress | CHO-K1 CHOP-promoter luciferase, tunicamycin-induced, 15-18 h | inhibition, % at 10 µM | AID 2732 | 220,000 tested, 3.8% active;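 active means compounds that reduced the stress-induced luciferase reporter signal by more than about 70% of percent inhibition, limit read from the data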;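 further: 0% = tunicamycin plus vehicle and 100% = wells without tunicamycin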
Active calls of the source: *; nt = no result given.

smiles	zfTRPN1 agonist	TRPML3 agonist	BaF3 tox	RBBP9 inh	TNF necrop inh	Wee1 stabilizer	Ba/F3 V617F tox	PPC-1+TRAIL kill	CHOP inh
CN1CC(c2ccc(Cl)c(Cl)c2)[C@@]2(COc3ccccc3C2=O)[C@@]12C(=O)Nc1ccccc12 (some centres not stated)	0.6	0.8	9	2	-0.6	5	3	1	74*
COC(=O)C1=C(NC(=O)c2ccccc2C)CCS1	-1.9	-1.1	-2	-6	-1.7	1	-4	18	15
CCOc1ccc(NS(=O)(=O)c2ccc3c(c2)oc(=O)n3C)cc1	1.4	0.5	3	-6	-1.5	-1	-2	4	1
COC(=O)C(Sc1nc(C)cc(C)c1C#N)c1ccccc1 (configuration not stated)	-1.9	-0.7	6	-4	-2.6	0	-2	-3	68
CC(=O)Nc1ccc(N(CC(O)Cn2c3ccccc3c3ccccc32)S(=O)(=O)c2ccc(C)cc2)cc1 (configuration not stated)	1.3	0.6	6	-36	0.5	-2	-1	17	42
CCOC(=O)Cc1csc(NC(=O)c2cccc(N3C(=O)CCC3=O)c2)n1	2.7	0.6	4	4	0.5	-2	0	4	-8
CCCOc1ccc2oc(=O)c3c(c2c1)CCCN3C(=O)CN1CCc2ccccc2C1	-0.7	-0.1	3	-5	-3.3	-2	-2	-10	33
O=C(OCCCN=C1NS(=O)(=O)c2ccccc21)c1ccccc1F	3.6	1.1	1	4	-0.4	-2	-1	4	21
O=C(c1ccccc1F)N1CCCC(C(=O)N2CCN(c3ccccc3)CC2)C1 (configuration not stated)	0.4	1.1	0	1	-1.8	-1	0	1	-3
COc1cccc(/C=C/C(=O)OCC(=O)NCc2ccco2)c1	0.8	-0.1	3	-3	-0.3	-3	-1	14	36
CCOC(=O)N1CCN(C(=O)C(=O)NNC(=O)COc2ccc(Cl)c(C)c2)CC1	-1.8	-0.6	2	8	1.1	2	-2	2	5
CCOC(=O)C(C)Sc1ncnc2nc[nH]c12 (configuration not stated)	0.8	0.7	2	-3	0.2	1	-4	-14	13
N#C/C(=N\Nc1ccccc1)C(=N)N1CCCCCC1	1.0	-0.3	-2	0	4.4	8	-2	21	-22
O=C1CN(C(=O)COC(=O)CCCOc2ccccc2)c2ccccc2N1	3.0	1.2	4	-3	0.2	3	3	-1	5
CCOC(=O)c1cn(CC)c2ccc(S(=O)(=O)N3CCC(C)CC3)cc2c1=O	-0.3	0.6	3	-6	1.2	1	1	nt	22
COc1ccc(S(=O)(=O)n2nc(-c3ccc(Cl)cc3)cc2N)cc1OC	-1.3	-1.2	9	-16	0.4	0	12	-12	67
CCOC(=O)c1nn(-c2ccc(OCC)cc2)c(C)c1C(C)=O	1.7	0.9	5	-2	1.3	1	0	26	13
O=C(O)c1cccc(N2C(=O)C3CC=C(Cl)CC3C2=O)c1 (configuration not stated)	-1.0	0.9	4	-7	0.0	-3	-3	15	-37
O=C(COc1ccc([N+](=O)[O-])cc1)N1CCN(c2nnc(-c3ccccc3)c3ccccc23)CC1	0.6	-0.1	1	-8	-2.8	-3	-1	-6	-2
COc1ccccc1NC(=O)CN1C(=O)CCS(=O)(=O)c2ccccc21	-0.1	0.7	-2	-1	-1.5	-3	0	20	-1
CCC(=O)Nc1cccc(-c2cn3cccc(C)c3n2)c1	-2.5	-0.1	2	-1	1.0	-1	-4	28	1
COc1cc(C2c3c(n[nH]c3C)C(=O)N2c2ccc(Br)cc2)ccc1O (configuration not stated)	0.3	0.9	0	-2	-1.9	0	-4	17	9
Cc1cccc(CCNc2nc3ccccc3n3nnnc23)c1	1.4	0.1	-1	3	-2.7	0	1	15	-11
Nc1cccc2c1C(=O)N(C(=O)/C=C/c1cccc(F)c1)C2=O	1.4	0.5	7	-4	-4.4	4	4	23	103*
CCOc1ccc(NC(=O)NC2CCOC(C)(C)C2)cc1 (configuration not stated)	-0.4	0.3	0	3	-1.6	-1	-2	7	21
O=C(N/N=C/C1CC2CCC1C2)c1c[nH]c2ccccc12 (configuration not stated)	-0.9	1.1	5	-8	-0.8	-1	-1	0	5
CC(=O)C1=C(c2ccc(Br)cc2)C(=O)c2ccccc2C1=O	-2.9	-1.3	0	-4	-14	-1	26*	23	110*
O=C1C=CC(=O)N1N(c1ccccc1)c1ccccc1	0.3	1.0	3	3	0.7	-4	0	12	107*
Cc1ccccc1Nc1c(-c2cccnc2)nc2ccc(Br)cn12	-1.4	-0.3	1	-5	-4.7	4	1	11	8
CCOC(=O)c1cc(C)sc1/N=C/C1C(=O)CCCC1=O	1.7	0.2	8	-9	-2.6	2	1	18	4
COC(=O)C1=C(C)N(C(C)c2ccccc2)C(=O)/C1=C\c1ccco1 (configuration not stated)	-2.4	-0.3	5	-8	-0.3	1	-2	10	-30
CCOc1ccc(NC(=O)Cc2ccccc2)c([N+](=O)[O-])c1	-2.3	-0.3	11	-8	0.8	4	-1	7	1
CCn1c(SCc2cccc(F)c2)nc2c(c1=O)SCC2	-2.0	-0.8	3	-3	-1.3	-2	0	15	52
COC(=O)[C@@]1(Cc2ccc(OC)cc2)[C@@H]2[C@@H](CC(=O)[C@H]2CC(=O)C(=O)N(C)C)CN1C(=O)c1ccccc1	2.3	0.2	6	-1	0.1	-3	0	2	-3
CCOc1ccc(NC(=O)CSc2nc3c([nH]c4ccccc43)c(=O)n2C)cc1	-0.7	1.0	14	1	0.9	0	5	18	-13
O=C(NCc1ccc2c(c1)OCO2)Nc1cccc2ccccc12	1.0	-0.4	-3	-8	1.8	-2	3	2	86*
Cc1ccc(-c2ccc(C(=O)Nc3ccccc3)o2)c2ccccc12	-0.3	0.3	1	-11	1.4	1	-2	17	-16
Cc1c(NC(=O)CC2CC(C)OC2=O)c(=O)n(-c2ccccc2)n1C (configuration not stated)	0.0	0.1	1	2	-1.0	-1	-6	nt	nt
CC(=O)Nc1cccc(NC(=O)c2ccc([N+](=O)[O-])cc2Cl)c1	1.6	0.6	11	-2	-1.2	2	3	12	28
COC(=O)C(CCSC)NC(=O)C(NC(=O)C1CCC(C)CC1)C(C)C (configuration not stated)	-1.4	0.5	0	-2	-2.9	-2	-5	-24	27

Given as labelled records: part of the list above.
COc1cc(C2c3c(n[nH]c3C)C(=O)N2c2ccc(Br)cc2)ccc1O (configuration not stated)
  zfTRPN1 agonist = 0.3	TRPML3 agonist = 0.9	BaF3 tox = 0	RBBP9 inh = -2	TNF necrop inh = -1.9	Wee1 stabilizer = 0	Ba/F3 V617F tox = -4	PPC-1+TRAIL kill = 17	CHOP inh = 9

Cc1cccc(CCNc2nc3ccccc3n3nnnc23)c1
  zfTRPN1 agonist = 1.4	TRPML3 agonist = 0.1	BaF3 tox = -1	RBBP9 inh = 3	TNF necrop inh = -2.7	Wee1 stabilizer = 0	Ba/F3 V617F tox = 1	PPC-1+TRAIL kill = 15	CHOP inh = -11

Nc1cccc2c1C(=O)N(C(=O)/C=C/c1cccc(F)c1)C2=O
  zfTRPN1 agonist = 1.4	TRPML3 agonist = 0.5	BaF3 tox = 7	RBBP9 inh = -4	TNF necrop inh = -4.4	Wee1 stabilizer = 4	Ba/F3 V617F tox = 4	PPC-1+TRAIL kill = 23	CHOP inh = 103*

Later entries.
smiles	zfTRPN1 agonist	TRPML3 agonist	BaF3 tox	RBBP9 inh	TNF necrop inh	Wee1 stabilizer	Ba/F3 V617F tox	PPC-1+TRAIL kill	CHOP inh
COc1ccccc1N1CCN(CC(O)COc2ccc(S(=O)(=O)N3CCOCC3)cc2)CC1 (configuration not stated)	3.1	1.9	4	-5	-0.3	3	-2	16	35
COC(=O)C1C(=O)C=C(Nc2ccc(F)cc2F)CC1c1ccc(OC)cc1 (configuration not stated)	2.1	0.7	5	-11	0.2	1	4	-15	-23
Cn1c(=O)[nH]c(=O)c2c1nc(Br)n2CCCc1ccccc1	-0.2	0.1	3	-1	-1.2	-2	-6	-6	22
CC(CCc1ccccc1)NC(=O)c1ccc(NC(=O)c2cccc(Br)c2)cc1 (configuration not stated)	-1.2	0.4	-1	-9	1.3	-3	-1	8	32
Cc1nc2sc3c(c2c(=N)n1N)CCCC3	1.8	0.7	-3	7	1.5	-3	-2	26	3
CCN(CC)c1ccc(/C=C2/SC(=O)N(C(C)C)C2=O)o1	0.0	0.4	8	-4	1.7	0	5	1	-26
CCOC(=O)c1ccc(NC(=O)CSc2nnc(COc3ccccc3OC)n2C)cc1	-0.8	0.0	1	-7	-0.6	-4	-1	7	26
CCN(C(=O)c1ccc(C(C)(C)C)cc1)c1nnc(Cn2nnc3ccccc32)s1	4.1	0.5	55*	-16	-13	-2	27*	10	nt
CCSc1nc(NCCN(C)C)c2c3c(sc2n1)COC(C)(CC)C3 (configuration not stated)	1.9	1.4	3	0	2.1	-2	-2	4	4
O=C(/C=C/c1c(F)cccc1Cl)Nc1ncccn1	1.1	0.2	5	-3	-2.6	5	3	21	21
O=C(N/N=C/c1ccc(OC2CSC2)cc1)c1ccccc1	-3.3	0.0	2	-2	-3.9	4	-2	28	26
CCC(=O)Nc1ccc(N2CCOCC2)c(S(=O)(=O)Nc2ccc(OC)cc2)c1	-0.4	-0.1	0	5	-0.3	1	-3	9	13

7 neighbouring compounds from above, quoted:
smiles	zfTRPN1 agonist	TRPML3 agonist	BaF3 tox	RBBP9 inh	TNF necrop inh	Wee1 stabilizer	Ba/F3 V617F tox	PPC-1+TRAIL kill	CHOP inh
COc1ccccc1N1CCN(CC(O)COc2ccc(S(=O)(=O)N3CCOCC3)cc2)CC1 (configuration not stated)	3.1	1.9	4	-5	-0.3	3	-2	16	35
COC(=O)C1C(=O)C=C(Nc2ccc(F)cc2F)CC1c1ccc(OC)cc1 (configuration not stated)	2.1	0.7	5	-11	0.2	1	4	-15	-23
Cn1c(=O)[nH]c(=O)c2c1nc(Br)n2CCCc1ccccc1	-0.2	0.1	3	-1	-1.2	-2	-6	-6	22
CC(CCc1ccccc1)NC(=O)c1ccc(NC(=O)c2cccc(Br)c2)cc1 (configuration not stated)	-1.2	0.4	-1	-9	1.3	-3	-1	8	32
Cc1nc2sc3c(c2c(=N)n1N)CCCC3	1.8	0.7	-3	7	1.5	-3	-2	26	3
CCN(CC)c1ccc(/C=C2/SC(=O)N(C(C)C)C2=O)o1	0.0	0.4	8	-4	1.7	0	5	1	-26
CCOC(=O)c1ccc(NC(=O)CSc2nnc(COc3ccccc3OC)n2C)cc1	-0.8	0.0	1	-7	-0.6	-4	-1	7	26
